Source: PubChem
GLP-1R inv ag: GLP-1 receptor (human) inverse agonism; HEK293 GLP-1R CRE-luciferase, luminescence, 24 h; GLP-1R form is constitutively active; Potency, µM (highest dose often 38.3 µM), inactives show at the top dose activity change, negative = inhibition, actives largely listed as inhibitors; hit rate 1.6% among 410,000; note: potency is the fitted concentration of half-maximal effect; % is set by controls: 0 for no effect and ±100 for the full control effect; nearly all actives have a fitted effect of over 55% in size
Target sequence (P43220 whole entry, looked up): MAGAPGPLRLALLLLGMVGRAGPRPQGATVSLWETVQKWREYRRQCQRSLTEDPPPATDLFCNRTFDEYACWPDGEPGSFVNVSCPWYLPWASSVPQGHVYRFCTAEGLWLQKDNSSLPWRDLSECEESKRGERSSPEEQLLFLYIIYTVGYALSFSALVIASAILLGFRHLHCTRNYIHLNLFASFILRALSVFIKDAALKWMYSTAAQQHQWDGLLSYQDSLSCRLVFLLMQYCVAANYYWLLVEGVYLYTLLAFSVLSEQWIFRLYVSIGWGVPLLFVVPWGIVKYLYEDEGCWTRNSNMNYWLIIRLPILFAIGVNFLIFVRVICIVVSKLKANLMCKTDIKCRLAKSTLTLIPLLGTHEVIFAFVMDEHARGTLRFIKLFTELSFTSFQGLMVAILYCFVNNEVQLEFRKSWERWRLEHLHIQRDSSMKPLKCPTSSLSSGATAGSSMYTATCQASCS
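Luminescence readout: a drop in cAMP-driven luciferase signal flags inverse agonism at a constitutively active GLP-1R stably expressed in HEK293. Compound exposure lasted 24 hr at 37 deg C, 5% CO2.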
HEK293 tox: cytotoxic in the GLP-1 receptor inverse agonist counter-screen; HEK293 cAMP-luciferase reporter cells, luminescence, 24 h; Potency, µM (series often up to 38.3 µM), without a hit: at the top dose activity change, negative = inhibition, most hits filed as inhibitors; hit rate 0.13% among 410,000;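 note: loss of luciferase light is scored as toxicity; potency is the fitted concentration of half-maximal effect; % is set by controls: 0 for no effect and ±100 for the full control effect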
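To flag toxic compounds, the library was rerun on cells for 24 hr at 37 deg C and 5% CO2. Viability-linked luminescence was captured 12 min after adding luciferase detection reagent.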
DRD3 agonist: activates the human D3 dopamine receptor. hit rate 0.58% among 410,000. D3R DiscoveRx beta-arrestin cells, luminescence, 90 min. max activation, %; in the data active = max activation above about 30%; note: 0% is about no effect; mostly tested at two doses, the higher about 12 µM
Target sequence (P35462 whole entry, looked up): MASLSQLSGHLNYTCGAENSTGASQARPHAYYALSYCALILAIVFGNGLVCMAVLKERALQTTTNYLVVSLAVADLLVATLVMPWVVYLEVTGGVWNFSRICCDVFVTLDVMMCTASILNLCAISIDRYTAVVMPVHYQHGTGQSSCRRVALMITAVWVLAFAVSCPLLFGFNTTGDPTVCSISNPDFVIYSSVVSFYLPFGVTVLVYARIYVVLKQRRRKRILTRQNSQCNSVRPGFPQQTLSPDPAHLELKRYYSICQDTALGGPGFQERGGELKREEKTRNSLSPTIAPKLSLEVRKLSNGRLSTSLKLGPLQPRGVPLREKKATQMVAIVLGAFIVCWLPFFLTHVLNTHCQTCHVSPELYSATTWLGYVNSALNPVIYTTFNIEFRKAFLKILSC
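Agonist-mode cell screen: cells plated at 1500/well and incubated overnight at 37 °C, then exposed to library compounds for 90 min at 37 °C. Detection reagent was added for 30–60 min at room temperature, and luminescence was read.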
DRD3 antagonist: blocks the human D3 dopamine receptor; P35462; D3R cells, DiscoveRx beta-arrestin luminescence, antagonist mode; active compounds read low; max response, negative = inhibition, %; hit rate 2.5% among 360,000; AID 652054; in the data active = max response below about -50%; inconclusive = no clear call, values can overlap the other calls; note: % is set by controls: 0 for no effect and ±100 for the full control effect; mostly tested at two doses, the higher about 12 µM
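Cells plated overnight at 1500 cells/well, then exposed to library compounds with dopamine controls for 90 minutes at 37 degrees C. DiscoveRx reagent added for 30–60 minutes at room temperature; luminescence read, quantitative HTS format.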
aSyn rescue: rescues yeast growth from alpha-synuclein toxicity | Yeast expressing alpha-synuclein, growth rescue, BacTiter-Glo, 24 h | hit rate 0.14% among 370,000 | Potency, µM (titrated, usually from 46.1 µM), inactives show at the top dose growth rescue (activation), hits mostly activators | AID 652106; note: potency is the fitted concentration of half-maximal effect; % of control where 0% means no effect; nearly all actives have a fitted effect of over 65% in size
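Rescue of yeast growth: cells expressing toxic alpha-synuclein, induced in galactose at OD600 0.02, incubated with compound 24 h at 30 C. ATP luminescence quantified growth; inhibitors of toxicity appear as activators.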
GLP-1R agonist: activates the human GLP-1 receptor; hit rate 0.007% among 380,000; AID 624172; Potency, µM (titrated, usually from 45.6 µM), without a hit: top-dose activation, usual class: activators; P43220; HEK293 GLP-1R CRE-luciferase, luminescence, 4-6 h; cells express a hypersensitive GLP-1R form; note: potency is the fitted concentration of half-maximal effect; % of control where 0% means no effect
KB-V1 MDR tox: kills drug-selected multidrug resistant KB-V1 cells; KB-V1 MDR cells viability, CellTiter-Glo, 72 h; Potency, µM (titrated, usually from 46.1 µM), inactives show top-dose activity change, negative = cytotoxicity, hits mostly cytotoxic; hit rate 3.4% among 400,000; AID 1347076; note: potency is the fitted concentration of half-maximal effect; % is set by controls: 0 for no effect and ±100 for the full control effect; nearly all actives have a fitted effect of over 60% in size
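KB-V1 cells (P-gp-expressing MDR subline of KB-3-1) in phenol-red-free DMEM with 10% FBS were exposed to library compounds over a concentration series for 72 h at 37 degrees C. Viability read by CellTiter-Glo luminescence; concentration-effect curves fitted after normalization.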
PTHR1 ag: PTHR1 (human) receptor agonism; hit rate 0.075% among 410,000; HEK293 GP2 PTHR1 cells, GloSensor cAMP luminescence, 1 h; Q03431; Potency, µM (top dose mostly 115 µM), for inactives: at the highest dose activation, most hits filed as activators; note: potency is the fitted concentration of half-maximal effect; nearly all actives have a fitted effect of over 55% in size; some results filed as inactive show a strong effect at the top dose; inactives centre near -15; many of its hits are not listed in these tables
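HEK-293-derived GP2 cells expressing PTHR1 and a GloSensor cAMP reporter, 3,000/well, plated overnight, given luciferin plus IBMX (each 0.5 mM as added) for 1 h at 37 °C, then compound for 1 h at 37 °C. Luminescence was read after 15 min at room temperature.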
TDP43 rescue: inhibitors of TDP-43 toxicity in yeast | Potency, µM (highest dose often 46.1 µM), for the others: at the highest dose growth rescue (activation), most hits filed as activators | hit rate 1.8% among 410,000 | TDP-43 expressing yeast growth rescue, BacTiter-Glo, 24 h; note: potency is the fitted concentration of half-maximal effect; % of control where 0% means no effect; nearly all actives have a fitted effect of over 50% in size
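Yeast expressing TDP-43 (pregrown in raffinose, seeded at OD600=0.02 in galactose medium) exposed to compounds 24 hr at 30 deg C. Growth read by BacTiter-Glo luminescence; rescue of toxicity appears as increased signal.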
* = called active by the depositor; i = inactive; ? = inconclusive; . = no result given; [ ] = dose if it differs, or a comment. Unless noted, calls come from the whole dose curve; as a rule, active = well fitted curve in the direction sought with a large enough effect; inconclusive = small, poorly fitted or top-dose-only effect, or another doubt; inactive = no such curve, though single readings can be large; an effect the other way counts as inactive or inconclusive.

compound	TDP43 rescue	DRD3 antagonist	KB-V1 MDR tox	aSyn rescue	PTHR1 ag	HEK293 tox	GLP-1R agonist	GLP-1R inv ag	DRD3 agonist
Cc1[nH]nc(SCC(=O)NCCc2ccccc2)c1[N+](=O)[O-]	18.0%	-2.9	4.6%	2.9%	-13.9%	-6.5%	-3.6%	7.6%	-10.3
CCC(c1nnc(SC(C)C(=O)NC2CC2)n1-c1ccc(OC)cc1)N(C)C (stereo unspecified)	16.4%	-4.8	?	-3.3%	i	-10.4%	8.4%	6.3%	-1.9
O=C(O)c1cccc2c1-c1ccc([N+](=O)[O-])cc1C2=O	19.0%	-19.2	6.5%	0.5%	i	-2.8%	-3.6%	-1.9%	-6.2
CC1(C(=O)NCc2ccccc2)CSCC(=O)N1Cc1ccco1 (stereo unspecified)	10.3%	-6.2	-7.8%	0.5%	i	-4.3%	.	5.5%	4.1
Cc1ccc(Cc2c(-c3cccc(Br)c3)nc3c(Cl)cc(C(F)(F)F)cn23)cc1	5.8%	-9.7	-2.1%	-6.3%	-22.4%	4.1%	-3.4%	?	-10.8
CCc1ccc(-n2c(=O)c3cccnc3n2CC(=O)Nc2ccccc2C(F)(F)F)cc1	21.2%	.	.	.	i	0.5%	.	-13.1%	18.4
COc1ccc(/C=C/C(=O)NCc2nc3ccccc3[nH]2)cc1OC	14.6%	6.3	-1.4%	-8.0%	i	-6.7%	6.0%	53.5%[activator]	1.6
CCOc1cc(C(=O)Nc2c3c(nn2C(C)(C)C)CS(=O)C3)cc(OCC)c1OCC (stereo unspecified)	-6.0%	9.3	12.2%	0.0%	-13.8%	11.3%	3.4%	9.8%	-1.2
Cc1ccc(S(=O)(=O)N2CCc3cc(C(=O)NCCc4ccccc4)ccc32)cc1	2.4%	.	-0.8%	.	-13.3%	-2.5%	.	?	63.9*
COc1ccc(CCNC(=O)CCc2c(C)c3cc4c(C)coc4cc3oc2=O)cc1	6.9%	.	?	.	-5.3%	1.1%	.	12.6%	6.9
COc1ccc(OCC(=O)Nc2ccc(N3CCCCC3)cc2)cc1	28.8%	5.9	-3.5%	13.2%	-3.9%	2.6%	-1.4%	-15.8%	2.4
NC(=O)c1nsc(C(=O)N(Cc2cccnc2)C(C(=O)NC2CCCCC2)c2ccc(F)cc2)c1N (stereo unspecified)	0.0%	-22.8	-0.2%	-3.6%	i	-9.0%	1.8%	12.0%	-5.3
O=C1CCC([N+](=O)[O-])C(c2cccc(Br)c2)N1 (stereo unspecified)	28.7%	0.4	?	2.9%	i	-7.9%	-1.1%	4.8%	3.0
CN(C)S(=O)(=O)N1CCC(Oc2ccc(C(=O)N3CCCCCC3)cc2)CC1	8.9%	-2.2	?	10.4%	-29.7%	3.3%	6.7%	2.0%	3.3
CCN(CC)S(=O)(=O)c1ccc(OC)c(NC(=O)c2cc([N+](=O)[O-])ccc2N2CCOCC2)c1	-0.3%	34.8	-13.2%	-2.4%	i	-14.4%	-0.5%	9.0%	-6.3
O=S1(=O)CC(N2CCN(CCO)CC2)CN1C1CCCCC1 (stereo unspecified)	21.1%	?	16.3%	-2.2%	-15.0%	4.3%	3.9%	-7.1%	-12.1
CC1=C(C(=O)OCC2CCCO2)C(c2ccncc2)C2=C(CC(C)(C)CC2=O)N1 (stereo unspecified)	-2.1%	-4.4	5.7%	-4.3%	-10.5%[57.5 µM]	75.1%[activator]	-0.4%	1.0%	0.4
O=c1c2ccccc2c(/C=N/n2cnnc2)c(O)n1-c1ccccc1	-12.0%	-8.2	3.6%	12.8%	i	215.7%[activator]	-3.4%	4.0%	2.1
CCOc1ccccc1CNC(=O)CCc1c(C)nn(-c2ccc(N3CCCCC3)nn2)c1C	6.3%	.	.	.	-10.6%	0.9%	.	-7.3%	-4.2
CCCOC(=O)c1ccc(NC(=O)c2cnccn2)cc1	2.9%	-13.7	-1.3%	-0.8%	-10.9%[57.5 µM]	14.0%	-0.9%	19.8%	3.0
COCCNC(=O)C(c1ccc(O)cc1)N(Cc1ccccc1)C(=O)CCC(=O)Nc1nccs1 (stereo unspecified)	0.0%	-7.7	2.6%	-4.8%	i	9.2%	6.9%	7.4%	-7.2
O=S(=O)(NC1CCCCCC1)c1cccc2cccnc12	17.3%	10.9	4.1%	11.5%	-1.0%	-6.8%	16.1%	-7.8%	-8.2
CCOc1ccc(N(C(=O)Nc2ccccc2)C2=NCCC2)cc1	-29.5%	-8.4	10.0%	8.5%	-7.8%[57.5 µM]	1.0%	0.0%	-2.0%	9.0
COc1cccc(C(=O)NNC(=S)NC2CCCCC2)c1	?	-9.1	23.1µM*	1.9%	-16.2%	6.6%	7.8%	-10.7%	-17.2
O=C(O)c1cccnc1C(=O)c1ccccc1	10.9%	13.8	20.4%	3.0%	i	0.7%	-1.0%	-1.0%	6.2
COc1ccccc1/C=N/NC(=O)CCn1cnc2ccccc21	0.2%	-16.2	-16.8%	-5.3%	?	0.7%	8.5%	11.0%	-23.6
CCOc1ccc(CN2C(=O)c3ccccc3C2=O)cc1C(=O)NC1CC(C)(C)NC(C)(C)C1	-1.6%	-2.9	?	0.5%	-23.2%	-29.8%	6.6%	-14.3%	-5.3
CN(C)c1ncc(CN2CCC(CO)(CCCc3ccccc3)CC2)s1	9.4%	-3.2	?	1.2%	i	8.1%	6.4%	?	-5.3
O=C(Nc1ccncc1)C1CCN(S(=O)(=O)c2ccc(Cl)c(C(F)(F)F)c2)CC1	18.1%	6.7	?	2.8%	-17.9%	-0.1%	5.6%	?	0.1
O=c1[nH]c2ccccc2s1	7.0%	9.5	-3.1%	7.2%	i	-8.1%	-4.7%	-0.1%	-2.8
Cc1cc(C)c(S(=O)(=O)N2CCN(C(=O)c3ccc4c(c3)OCO4)CC2)c(C)c1	15.8µM*	14.7	?	9.5%	-20.3%	-1.8%	1.9%	?	20.0
CSc1nc2c([nH]1)c(=S)n(C)c(=O)n2C	-15.7%	2.8	16.9%	-10.7%	i	-61.2%	9.4%	?	1.8
O=C(NCCOc1ccccc1)c1cncc(Br)c1	-3.2%	?	1.4%	-11.2%	i	2.5%	6.8%	-3.3%	-2.4
CNC(=S)NNC(=O)c1ccc2c(c1)OCO2	16.5%	17.4	?	-0.2%	i	-7.2%	13.6%	3.1%	1.3
CC(=O)N1CCc2cc(S(=O)(=O)NCCC(=O)N3CCN(c4ccccn4)CC3)ccc21	-19.3%	-8.3	-12.5%	0.6%	-9.8%[57.5 µM]	6.5%	11.3%	-8.4%	-7.9
CCOc1ccc(C(CC(=O)O)NC(=O)C2c3ccccc3Oc3ccccc32)cc1 (stereo unspecified)	-1.6%	-15.2	11.1%	0.7%	i	-0.9%	20.8%	10.6%	-2.3
CN(CC(=O)N1CCOCC1)S(=O)(=O)c1ccc2ccccc2c1	-5.0%	-2.2	-17.0%	-1.0%	?	18.9%	-0.9%	10.3%	5.7
COc1ccc(OC)c(NC(=O)CSc2ncnc3sc(C)cc23)c1	-29.1%	10.8	?	10.3%	i	-3.6%	-1.2%	-0.9%	2.4
CCCn1nc(C(=O)Nc2nc3ccccc3[nH]2)c2ccccc2c1=O	-21.4%[0.397 µM]	8.3	1.6%	-0.7%	i	-26.1%	22.3%	-15.9%	-9.7
COc1ccc([C@@H]2[C@@H]3C(=O)N(C(C)(C)C)C(=O)[C@@H]3[C@]3(Cc4ccccc4)C(=O)N(c4ccc(C(F)(F)F)cc4)C(=O)N23)cc1	8.7%	0.0	-6.6%	-2.7%	-22.8%	11.8%	2.3%	?	-6.5

A draw from above in order of molecular weight, smallest number first:
compound	TDP43 rescue	DRD3 antagonist	KB-V1 MDR tox	aSyn rescue	PTHR1 ag	HEK293 tox	GLP-1R agonist	GLP-1R inv ag	DRD3 agonist
CCOc1ccc(N(C(=O)Nc2ccccc2)C2=NCCC2)cc1	-29.5%	-8.4	10.0%	8.5%	-7.8%[57.5 µM]	1.0%	0.0%	-2.0%	9.0
CN(CC(=O)N1CCOCC1)S(=O)(=O)c1ccc2ccccc2c1	-5.0%	-2.2	-17.0%	-1.0%	?	18.9%	-0.9%	10.3%	5.7
CCOc1ccc(CN2C(=O)c3ccccc3C2=O)cc1C(=O)NC1CC(C)(C)NC(C)(C)C1	-1.6%	-2.9	?	0.5%	-23.2%	-29.8%	6.6%	-14.3%	-5.3

Following part
compound	TDP43 rescue	DRD3 antagonist	KB-V1 MDR tox	aSyn rescue	PTHR1 ag	HEK293 tox	GLP-1R agonist	GLP-1R inv ag	DRD3 agonist
Cc1ccc2[nH]c(=O)cc(C(=O)OC(C)C)c2c1	-10.1%	3.2	-4.9%	-5.7%	i	7.3%	15.0%	17.6%	-4.2
Clc1ccc2nc(-c3cccc(Br)c3)c(Cc3ccccc3)n2c1	?	3.4	0.6%	-26.6%	-8.8%	-6.5%	17.3%	-28.8%	2.4
S=C1SCN(Cc2cccnc2)CN1Cc1cccnc1	?	10.9	?	9.9%	-2.2%	?	-2.4%	3.16µM*	10.8
CC(=O)c1ccc(OC(C)C(=O)OCC(=O)NCCc2ccccc2)cc1 (stereo unspecified)	21.8%	-15.5	7.9%	5.6%	-19.3%	-17.0%	-20.5%	4.1%	3.8
CCOC(=O)c1sc2nc(C(C)C)c3c(c2c1N)CC(C)(C)OC3	1.0%	-18.4	24.8%	-1.3%	i	15.9%	7.0%	1.7%	7.8
COc1ccc(CNC(=O)OCCN2CCN(S(=O)(=O)c3ccc(C)cc3)CCC2=O)cc1	-18.7%	-1.2	15.4%	-2.5%	1.5%	11.2%	2.2%	-16.0%	-9.0
Cc1ccc(/C=N/NC(=S)NC2CCS(=O)(=O)C2)cc1 (stereo unspecified)	-6.0%	-15.3	-23.0%	1.1%	-1.0%[57.5 µM]	-3.2%	-0.5%	-16.8%	2.3
CCN(CC)CCCOC(=O)C(c1ccccc1)c1ccccc1	13.5%	-85.2*	-17.1%	1.2%	i	-20.5%	-0.9%	-28.5%	-53.5

Not all compounds are listed; count on the stated rates, not on these rows.
